# PAX8 reporter: lowers PAX8-driven luciferase in RMG-I cells; AID 652154; inhibition, % at 12.6 µM; actives 1.2% (n = 360,000); RMG-I TPO-luciferase reporter, SteadyGlo, 24 h;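 active = mean replicate inhibition at least 60% with every replicate also reaching 60%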;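 note: luciferase light reporting Pax8 driven TPO promoter activity; plate controls were median of neutral control wells for no effect and mitoxantrone controls for full effect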
# PGC1a acetyl inh: modulators of PGC1a acetylation; U2OS PGC1a acetylation, AlphaScreen anti-acetyl-lysine; with virally co-expressed GCN5 acetyltransferase; inhibition, % at 15.6 µM; actives 0.17% (n = 350,000); AID 651687;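 active = every replicate shows inhibition of at least 40%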;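 note: 0% = neutral control wells and 100% = positive control wells; some results beyond the cut were filed as inactive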
# Statin myotox sup: suppression of simvastatin myotoxicity; C2C12 myotubes + simvastatin, ATP luminescence, 48 h; scaled: DMSO 0, geranylgeraniol control 100; rescue of ATP level, % at 7.49 µM; actives 0.78% (n = 330,000); AID 602340;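 active = mean ATP rescue above about 67%, or every replicate alone reaching that limit, limit read from the data, passing the limit was not always enough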;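 note: myotubes were challenged with 10 µM simvastatin during compound exposure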
# PglD inh: PglD (C. jejuni) enzyme inhibition; inhibition, % at 12.5 µM; purified PglD enzyme, DTNB colorimetric CoA detection; actives 0.098% (n = 360,000); in the data active = inhibition above about 16%, passing the limit was not always enough; note: strong numbers were not always called active
# LGR2 antag: blocks bursicon-induced cAMP signaling via Drosophila LGR2. HEK293 LGR2, CRE-luciferase, bursicon-stimulated, 4 h. inhibition, % at 9.99 µM. actives 0.35% (n = 380,000). AID 720647;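 active = drop in luminescence signal, shown as inhibition above about 50% in the replicate tests, limit read from the data, passing the limit was not always enough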;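 note: agonist challenge used bursicon conditioned medium at about half maximal strength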
# Cneo AK release: Cryptococcus neoformans lysis via adenylate kinase release. lysis activity, % at 15 µM. actives 0.2% (n = 360,000). C. neoformans lysis, adenylate kinase release luminescence, 4 h; normalised: neutral wells 0, clomiphene wells 100;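 active = mean lysis activity across replicates of at least 80%, whatever share of replicates individually reach that level; inactive = mean lysis activity below 80%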
#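 Signal: Adenylate kinase release luminescence | Assay system: Log-phase Cryptococcus neoformans yeast cells | Input: Cells at 5 × 10^6 per mL | Buffer or medium: Fresh YPD growth medium | Compound: Single dose | Schedule: Static 4 h at 37 °C with compound, 1 h detection | Controls: Clomiphene | Read-out: Luminescence rise reflecting yeast cell lysis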
# GSIS activator: GLuc luminescence reporter in INS-1E cells, primary screen for activators of glucose-dependent secretion of insulin; activation, % at 16.6 µM; actives 0.61% (n = 370,000); INS-1E GLuc reporter insulin secretion, 2-3 h;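 active = lowest replicate activation of at least 40%, so every replicate reaches that level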;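 note: 0% = median of neutral control wells and 100% = median of IBMX positive control wells; some compounds called inactive have numbers as strong as hits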
# ARNT TACC3 PPI: disruptors of human ARNT/TACC3 interaction. actives 0.66% (n = 390,000). AlphaScreen His-ARNT PAS-B/GST-TACC3 binding, luminescence; TACC3 fragment carries E629A point mutation. inhibition, % at 9.99 µM. AID 623870;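 active = mean inhibition of replicates at least 50% and at least half of replicates each reaching 50%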;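 note: 0% = complete ARNT plus TACC3 wells and 100% = ARNT alone without TACC3; many hits fall short of the cut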
# Active calls of the source: *; · = no result given.
SMILES,PAX8 reporter,PGC1a acetyl inh,Statin myotox sup,PglD inh,LGR2 antag,Cneo AK release,GSIS activator,ARNT TACC3 PPI
CCOC(=O)C1(Cc2cccc(Cl)c2)CCCN(C(=O)CCSC)C1 (configuration not stated),1,2,2,-9,-13,-5,-7,-3
Cc1nnc2sc(SCC(=O)N3CCC(C)CC3)nn2c1=O,17,4,·,-3,11,1,-2,63*
N#C[C@H]1[C@@H](c2ccccc2-c2ccccc2)[C@H](CO)N1C(=O)Cc1cccnc1,-44,4,·,·,9,·,4,·
COC(=O)[C@H](Cc1ccccc1)NC(=O)NCc1ccccc1,2,7,1,2,3,0,-1,-3
Cc1ccc(-n2ncc3c(NCc4cccnc4)ncnc32)cc1C,-86,-7,-11,0,-35,-4,-7,·
O=C(Nc1ccccc1)N1CCCCN2[C@H](CO)[C@H](c3ccc(C#Cc4cccnc4)cc3)[C@H]2C1,-17,4,·,-1,10,-3,-18,9
C[C@H]1CN([C@@H](C)CO)C(=O)c2cccc(NC(=O)Nc3ccc4c(c3)OCO4)c2O[C@@H]1CN(C)C(=O)Nc1ccccc1,-8,-14,-28,-1,29,-4,-4,22
COc1cccc(CC(=O)OCC(=O)Nc2c(C)nn(-c3ccccc3)c2C)c1,-3,·,5,0,0,0,1,-4
Cc1cccnc1NC1(C(F)(F)F)N=C2SCCN2C1=O (configuration not stated),3,·,9,0,8,0,4,10
COc1ccc(S(=O)(=O)NNC(=O)C(=O)NNc2ccccn2)cc1,-30,0,-8,-3,11,-1,-5,19
Cn1c(CCNC(=O)c2ccc(Cl)cc2)n[nH]c1=S,·,-15,·,8,-1,-3,15,7
CCc1ccc(C(=O)N/N=C(\C)c2cccnc2)s1,27,·,-1,3,-15,-1,-1,·
CC(C)C1=NN(C(=O)c2ccccc2)C(O)(C(C)(C)C)C1 (configuration not stated),36,5,·,1,-8,-3,10,-1
C[C@@H]1CN([C@H](C)CO)C(=O)Cc2cc(NS(=O)(=O)c3ccc(Cl)cc3)ccc2O[C@H]1CN(C)Cc1ccccc1,-1,·,96*,-3,14,-7,-10,-3
Cc1ccc(S(=O)(=O)N(C)C[C@H]2Oc3ccc(NS(=O)(=O)c4c(C)noc4C)cc3CC(=O)N([C@@H](C)CO)C[C@H]2C)cc1,-3,7,8,3,-10,1,-13,4
C[C@H](CO)N1C[C@H](C)[C@H](CN(C)Cc2ccc(C(F)(F)F)cc2)Oc2c(NC(=O)Nc3ccc(C(F)(F)F)cc3)cccc2C1=O,19,10,2,6,4,6,-11,-3
CCOc1ccc(-c2cccc(NS(=O)(=O)c3ccc([N+](=O)[O-])cc3)c2)nn1,7,·,-5,-1,4,-1,-35,1
COc1ccc(/C=N/NC(=O)c2ccc(OC)c(OC)c2)cc1COc1c(F)c(F)c(F)c(F)c1F,-3,·,-22,2,4,-1,2,1
COc1ccc(C2N(c3ccc(OC)cc3)C(=O)C3CCCN32)cc1 (configuration not stated),-7,·,1,2,-8,-3,-15,-1
COC(=O)[C@@H]1C[C@@]2(O)[C@H](O)[C@H](O)[C@H](O)C[C@H]2N1Cc1cc(F)ccc1F,16,-11,16,0,-5,1,13,-2
c1ccc(-c2noc(CSc3nc4ccccc4o3)n2)cc1,-3,6,-3,3,·,-1,·,-8
CCN(C(=O)c1ccc2c(Cl)c3c(nc2c1)CCC3)c1ccc(C)c(C)c1,-3,·,11,1,29,7,10,4
CSc1nc2ccc3nc(NC(=O)c4ccccc4)sc3c2s1,-114,-16,14,-1,-34,4,-1,·
CO[C@H]1CC[C@H]2CCN(C)C(=O)[C@H](C)[C@H](OC)CN(C)C(=O)c3cc(C#N)ccc3OC[C@@H]1O2,-3,6,-6,-4,7,9,11,-1
O=C(CCNC(=O)c1ccc(Br)o1)NCc1ccc(Cl)cc1,·,1,-1,4,-5,2,7,1
C[C@@H]1CN([C@@H](C)CO)C(=O)c2cc(NS(=O)(=O)c3ccc(Cl)cc3)ccc2O[C@@H](C)CCCCO[C@H]1CN(C)C(=O)c1ccncc1,12,-2,·,-10,-3,-1,-8,-4
O=C(Cc1ccccc1)Nc1ccc(NC(=O)c2ccco2)nc1,-186,-66,-68,6,·,1,·,·
COc1ccc(NCc2nnc(SCC#N)n2-c2ccccc2OC)cc1,17,-1,-4,-2,·,-1,·,5
COc1ccc(S(=O)(=O)N2CC(C)OC(C)C2)cc1C(=O)N1CCCCC1 (configuration not stated),-6,2,·,3,31,-1,8,-69
CCc1nc2c(OCC(=O)N3CCOCC3)cccn2c1N(C)C(=O)COc1ccccc1,17,4,-1,-1,-2,1,·,·
CS(=O)(=O)Nc1ccc2c(c1)[C@@H]1C[C@H](CC(=O)NC3CCCCC3)O[C@@H](CO)[C@@H]1O2,-1,0,4,3,9,1,-10,-13
CO[C@@H]1CN(C)C(=O)c2cc(NC(=O)C3CC3)ccc2OC[C@@H](C)N(C(=O)Cc2ccccn2)C[C@H]1C,-9,5,-14,0,1,-52,-1,3
C/C(=N\Nc1ccccn1)c1cccs1,-110,3,·,·,-40,·,6,14
CC(C)c1ccc(Nc2ncc3c(n2)CCN(C(=O)Nc2ccc(F)c(Cl)c2)C3)cc1,-18,·,-10,1,-9,-3,-12,·
CN(C)c1nc(Cl)cc(N2CCOCC2)n1,-30,·,4,1,·,-2,·,12
CN(C)S(=O)(=O)Oc1ccc(C(=O)Nc2cccc(Cl)c2)cc1,-165,·,·,·,-96,·,-4,2
O=C(O)c1ccc(-n2nnc3ccccc32)c([N+](=O)[O-])c1,7,·,4,4,-2,-5,-3,-6
CCN(CC)CCCNC(=O)c1oc2ccc(S(=O)(=O)N3CC(C)CC(C)C3)cc2c1C (configuration not stated),11,·,1,0,19,1,0,·
C[C@H]1CCCCO[C@H](CN(C)C(=O)Cc2ccccc2)[C@@H](C)CN([C@@H](C)CO)C(=O)c2cc(NC(=O)c3ccccc3)ccc2O1,·,0,·,2,-6,2,-36,-4
COc1ccc(/C=N/Nc2cc(C)nc3ccc(OC)cc23)c(OC)c1,87*,·,-401,-30,103*,-1,28,12
O=C(Nc1cccnc1)c1noc2c1CCCCC2,·,3,-14,2,26,-4,5,2
COc1cccc(CNC(=O)[C@@H]2[C@@H](CO)[C@@H]3Cn4c(cccc4=O)[C@H]2N3C(=O)C2CC2)c1,·,·,-27,7,-11,2,7,-33
Cc1cc(Nc2ccc(F)c(Cl)c2)n2nc(C)nc2n1,0,·,3,3,-6,2,2,0
O=C(N[C@H]1CC[C@@H](CCNS(=O)(=O)c2ccccc2)O[C@H]1CO)c1cccnc1,-9,-9,8,-2,11,-5,8,-6
CC(C)NC(=O)Nc1ccc2c(c1)C(=O)N([C@@H](C)CO)C[C@H](C)[C@@H](CN(C)Cc1ccc(Cl)c(Cl)c1)OCCCC[C@@H](C)O2,-14,-3,·,·,-4,·,-22,·
O=C(Cc1ccccc1)N1CCNCC1,-4,5,·,·,-4,·,11,-1
Cc1c(C(=O)N2CCN(c3ccccc3)CC2)oc2c(Cl)cccc12,19,-13,5,·,-3,0,-39,-9
COc1ccc(NC(=O)CN(C)CC(=O)N(CC(C)C)c2c(N)n(CC(C)C)c(=O)[nH]c2=O)cc1,5,2,-6,4,1,-1,30,4
COC(=O)c1cccc(NC(=O)c2ccc[n+]([O-])c2)c1,-4,16,0,-5,-14,-2,-1,-7
COc1ccc(Cl)cc1NC(=O)Nc1cccc([N+](=O)[O-])c1C,·,·,-7,4,12,-2,-28,0
# Additional structures follow.
SMILES,PAX8 reporter,PGC1a acetyl inh,Statin myotox sup,PglD inh,LGR2 antag,Cneo AK release,GSIS activator,ARNT TACC3 PPI
CC(C)(C)c1ccc(C(=O)c2cn[nH]c2-c2ccccc2O)cc1,-76,-4,-1,-5,-59,-6,-39,-1
Cc1c(Cl)cccc1NC(=O)NN1CCN(C)CC1,-18,0,10,4,5,0,-3,·
CCOc1ccc(/C=C2\SC(N3CCCCC3)=NC2=O)cc1,-15,-15,8,0,-4,8,19,3
NS(=O)(=O)c1ccc(NC(=O)COC(=O)c2ccco2)cc1,7,8,-2,-2,-13,0,4,-6
CCCc1cc(Nc2cccc(OCC)c2)n2ncnc2n1,·,-2,13,8,·,-5,1,-15
CCCCN1C(=O)C(=O)NC[C@@H]1C(C)O (some centres not stated),-155,·,14,0,·,5,·,-3
O=C(N1CCC(n2nc(-c3ccccc3)oc2=O)CC1)C1(c2ccc(Cl)cc2)CC1,·,-5,9,-2,·,-6,·,·
Cc1ccccc1N(C(=O)c1csnn1)C(C(=O)NC(C)(C)C)c1cccs1 (configuration not stated),-16,-1,-3,-2,7,-1,-7,8
CCCC(=O)Nc1nnc([C@H]2C[C@H](O)[C@@H](CO)O2)s1,3,-6,-17,-1,-14,-1,·,·
CS(=O)(=O)Nc1ccc(C(=O)Nc2ccccc2Sc2ccccc2)cc1,6,3,·,2,14,2,-13,-5
O=C(C=CC=Cc1ccccc1)c1ccc([N+](=O)[O-])cc1,-18,-15,-4,1,4,-3,-8,·

# Of the compounds above, these contain an aryl methoxy group:
SMILES,PAX8 reporter,PGC1a acetyl inh,Statin myotox sup,PglD inh,LGR2 antag,Cneo AK release,GSIS activator,ARNT TACC3 PPI
COc1cccc(CC(=O)OCC(=O)Nc2c(C)nn(-c3ccccc3)c2C)c1,-3,·,5,0,0,0,1,-4
COc1ccc(S(=O)(=O)NNC(=O)C(=O)NNc2ccccn2)cc1,-30,0,-8,-3,11,-1,-5,19
COc1ccc(/C=N/NC(=O)c2ccc(OC)c(OC)c2)cc1COc1c(F)c(F)c(F)c(F)c1F,-3,·,-22,2,4,-1,2,1
COc1ccc(C2N(c3ccc(OC)cc3)C(=O)C3CCCN32)cc1 (configuration not stated),-7,·,1,2,-8,-3,-15,-1
COc1ccc(NCc2nnc(SCC#N)n2-c2ccccc2OC)cc1,17,-1,-4,-2,·,-1,·,5
COc1ccc(S(=O)(=O)N2CC(C)OC(C)C2)cc1C(=O)N1CCCCC1 (configuration not stated),-6,2,·,3,31,-1,8,-69
COc1ccc(/C=N/Nc2cc(C)nc3ccc(OC)cc23)c(OC)c1,87*,·,-401,-30,103*,-1,28,12
COc1cccc(CNC(=O)[C@@H]2[C@@H](CO)[C@@H]3Cn4c(cccc4=O)[C@H]2N3C(=O)C2CC2)c1,·,·,-27,7,-11,2,7,-33
COc1ccc(NC(=O)CN(C)CC(=O)N(CC(C)C)c2c(N)n(CC(C)C)c(=O)[nH]c2=O)cc1,5,2,-6,4,1,-1,30,4
COc1ccc(Cl)cc1NC(=O)Nc1cccc([N+](=O)[O-])c1C,·,·,-7,4,12,-2,-28,0
